Compound activity: PubChem BioAssay, National Center for Advancing Translational Sciences (NCATS)
HttQ103 aggreg = qHTS Multiplex Assay to Identify Dual Action Probes in a Cell Model of Huntington: Aggregate Formation (GFP). Potency, µM (highest dose often 46.1 µM), for inactives: at the top dose activity change, negative = inhibition, usual class: inhibitors. 220,000 tested, 1.1% active. PC12 HttQ103-GFP aggregates, Acumen cytometry, 40 h. AID 1688, 2009; note: % is set by controls: 0 for no effect and ±100 for the full control effect; nearly all actives have a fitted effect of over 60% in size
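PC12/HTTQ103-GFP, ecdysone-inducible; teb 100 nM; cpd qHTS titration; GFP aggregates read on laser cytometer, Ex 488/Em 500-530 nm.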
IMPase Li cell = qHTS Assay for Identifying the Cell-Membrane Permeable IMPase Inhibitors: Potentiation with Lithium; 210,000 tested, 0.35% active; CHO-M1 cells, IP1 TR-FRET (IP-One), carbachol + lithium; Potency, µM (series often up to 59.4 µM), for inactives: at the highest dose activity, negative = IMPase inhibition, actives largely listed as inhibitors;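 note: IP1 builds up when IMPase is blocked and the TR-FRET signal falls; plate controls were basal vehicle for no effect and high inhibitor control for full effect; nearly all actives have a fitted effect of over 50% in size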
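Readout is a homogeneous TR-FRET IP1 immunoassay (Ex 320, Em 665 and 620), where raised cytosolic IP1 lowers signal. Cells were CHO-M1 treated 30 min at 37C with test compounds plus a little lithium; AC50 values came from Hill-equation fitting.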
GoLoco inh red = qHTS Assay for Inhibitors of RGS12 GoLoco Motif Activity (Red Fluorophore); Guanine nucleotide-binding protein G(i) subunit alpha-1 (Homo sapiens), P63096; Gai1:RGS12 GoLoco peptide FP, rhodamine, 10 min; Potency, µM (series often up to 61.6 µM), inactives show at the highest dose activity, negative = inhibition, hits mostly inhibitors; 230,000 tested, 0.44% active; active = well fitted inhibition curve with a large enough effect, not every such curve was filed as active; inactive = no such curve, though single readings can be large or run the other way; note: % is set by controls: 0 for no effect and ±100 for the full control effect; nearly all actives have a fitted effect of over 30% in size; many of its hits are not listed in these tables
Target sequence (P63096 whole entry, looked up): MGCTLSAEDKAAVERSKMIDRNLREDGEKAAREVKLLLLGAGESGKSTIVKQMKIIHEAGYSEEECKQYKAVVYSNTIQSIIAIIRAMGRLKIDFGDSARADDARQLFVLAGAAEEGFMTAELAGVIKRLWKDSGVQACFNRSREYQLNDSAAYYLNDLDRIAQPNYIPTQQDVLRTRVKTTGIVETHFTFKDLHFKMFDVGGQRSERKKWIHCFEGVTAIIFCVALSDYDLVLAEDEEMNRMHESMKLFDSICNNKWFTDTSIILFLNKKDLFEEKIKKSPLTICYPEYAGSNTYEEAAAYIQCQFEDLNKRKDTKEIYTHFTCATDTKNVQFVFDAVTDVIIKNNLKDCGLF
GAA inhib = qHTS Assay for Inhibitors of Human alpha-Glucosidase as a Potential Chaperone Treatment of Pompe Disease; purified human GAA, 4-MU-alpha-glucoside fluorescence; Potency, µM (top dose mostly 76.9 µM), inactives show at the highest dose activity change, negative = inhibition, actives largely listed as inhibitors; 200,000 tested, 0.005% active; AID 1466, 2008;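 note: plate controls were uninhibited enzyme wells for no effect and no-enzyme background for full effect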
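Enzyme (4 nM final) mixed with compound (up to 77 uM), then 4-MU-alpha-D-pyranoside (400 uM final) added; 20 min at room temperature, pH 5.0. Reaction stopped at pH 10, fluorescence read, AC50 derived by Hill fit.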
HTT ATP protect = qHTS Multiplex Assay to Identify Dual Action Probes in a Cell Model of Huntington: Cytoprotection (ATP) | PC12 HTT-Q103 induced, cytoprotection, ATP luminescence, 40 h | Potency, µM (series often up to 56.4 µM), without a hit: cytoprotection (ATP increase), hits mostly activators | 230,000 tested, 0.14% active | AID 1471, 2008;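 note: % of control where 0% means no effect; nearly all actives have a fitted effect of over 45% in size; toxic huntingtin expression switched on by the ecdysone agonist tebufenozide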
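Rat PC12, Q103 Htt exon1-GFP fusion, ecdysone promoter; tebufenozide inducer 100 nM final; compound titration; qHTS, 1500 cells/well; ATPlite luminescent read.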
GAA glycogen = qHTS Assay for Inhibitors and Activators of Human alpha-Glucosidase Cleavage of Glycogen; Potency, µM (titrated, usually from 76.4 µM), for inactives: at the top dose activity change, negative = inhibition, usual class: inhibitors; recombinant GAA, glycogen substrate, Amplex Red glucose oxidase fluorescence; 300,000 tested, 0.38% active; Lysosomal alpha-glucosidase (Homo sapiens), P10253; AID 2100, 2009;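 note: 0% = full enzyme reaction and -100% = no-enzyme basal signal; the screen sought inhibitors and activators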
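Recombinant enzyme (4 nM final) with compounds titrated up to 77 uM and bovine liver glycogen (30 ug) in citrate pH 5.0, 0.01% Tween-20, 37 C 40 min. Released glucose detected by Amplex Red/glucose oxidase (Ex 573/Em 610); AC50 from Hill fits.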
aGlu spleen mod = qHTS Assay for Inhibitors and Activators of Human alpha-Glucosidase From Spleen Homogenate; Lysosomal alpha-glucosidase (Homo sapiens), P10253; human spleen homogenate, 4-MU-alpha-glucoside fluorescence; Potency, µM (series often up to 79.9 µM), inactives show at the top dose activity change, negative = inhibition, actives largely listed as inhibitors; 240,000 tested, 0.006% active;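 note: 0% = enzyme with vehicle and -100% = no enzyme basal signal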
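Enzyme source: human spleen homogenate, 1 ug/well. Buffer 50 mM citric acid/K phosphate pH 5.0, 0.01% Tween-20. 4-MU-alpha-glucoside 1 mM; 37 C x 40 min; NaOH/glycine stop; fluorescence.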
The depositor's hits bear a star; ? = inconclusive; · = no result given; & = joins results of further samples; [ ] = dose if it differs, or a comment. Unless noted, calls come from the whole dose curve; as a rule, active = well fitted curve in the direction sought with a large enough effect; inconclusive = small, poorly fitted or top-dose-only effect, or another doubt; inactive = no such curve, though single readings can be large; an effect the other way counts as inactive or inconclusive. Potency is the fitted concentration of half-maximal effect. Only part of the results is shown. The share of hits here may be higher or lower than overall.

canonical_smiles,HttQ103 aggreg,IMPase Li cell,GoLoco inh red,GAA inhib,HTT ATP protect,GAA glycogen,aGlu spleen mod
NS(=O)(=O)c1ccc(CCNC(=O)C(=O)NCC2OCCN2C(=O)c2ccc3c(c2)OCO3)cc1 (stereo not drawn),25%,-4%,5%,1%,-13%,0%,-3%
CO/N=C/NC(=O)c1cn(-c2ccc(F)cc2)c(=O)c2ccccc12,-31%,10%[38.3 µM],-8%,-5%,-11%,9%,7%
COc1ccc(NC(=O)COC(=O)CNS(=O)(=O)c2ccc(C)cc2)c(OC)c1,?,2%,-12%,3%,-10%[10 µM],-1%,-2%
Cc1ccc(-n2nc(-c3cccs3)cc2C(=O)NCC2CCCO2)c(C)c1 (stereo not drawn),13%,12%,31%[activator],0%,3%[10 µM],-3%,-8%
Cc1cc(Cl)ccc1OCCCC(N)=O,-20%,8%[38.3 µM],-3%,-5%,-9%,8%,1%
O=c1cc(N2CCOCC2)cnn1-c1ccccc1,2%,-1%,9%,0%,·,4%,-3%
CN(CC(=O)Nc1ccncc1)S(=O)(=O)c1ccc(Br)cc1,-7%[1.84 µM],31%[activator][38.3 µM],-7%,0%,3%,-2%,7%
Nc1nc(C(=O)N2CCOCC2)nn1C(=O)c1ccc(Cl)cc1,21%,5%,-2%,7%,11%[10 µM],11%,-6%
Cn1c(NCc2ccccc2)cc(=O)n(C)c1=O,14%,20%[38.3 µM],6%,-4%,4%,2%,-8%
CN=C(NC1CCCCC1)c1ccc(Cl)cc1,8%,16%,-2%,-1%,·,-18%,5%
CC(NC(=O)COc1ccc(/C=N/NC(=O)C(=O)Nc2ccccc2Br)cc1)c1ccccc1 (stereo not drawn),2%,0%[38.3 µM],-14%,5%,-27%,3%,1%
C=C(C)CSc1nncn1/N=C/c1ccc(OC)cc1,-6%,1%[38.3 µM],0%,-12%,-2%,13%,-3%
CC1(C)CC(=O)C2=C(C1)Nc1ncnn1C2c1cccs1 (stereo not drawn),0%,-1%,11%,?,-35%,-6%,·
CC(C)c1ccc(NC(=O)Cn2c(=O)oc3cccnc32)cc1,-10%[9.22 µM],·,8%,·,-13%[10 µM],6%,-6%
CC(=O)N1c2c(ccc3ccccc23)C(C)CC12CCCCC2 (stereo not drawn),-28%,36%[38.3 µM],7%,-8%,11%,1%,-1%
Cc1cc(Br)c(NC(=O)COC(=O)CSc2nnc(-c3ccc(Cl)cc3)o2)c(Br)c1,24%,-2%,12%,11%,·,1%,2%
Cc1ccc(OCc2nnc(SCC(=O)Nc3ncc(C)s3)o2)cc1,3%[9.22 µM],·,8%,·,10%[10 µM],6%,9%
COc1ccc(-c2cc(C(F)(F)F)n3nc(C(=O)NCCCN4CCOCC4)cc3n2)cc1,-21%[9.22 µM],-1%,-1%,?,-17%[10 µM],0%,?
Cc1cc(C)nc(N/N=C/c2ccccc2OCc2cccc(Br)c2)n1,-29%,2%,15%,-4%,7%[10 µM],5%,2%
COc1ccc(OC)c(C2C(C(=O)c3cc4ccccc4o3)=C(O)C(=O)N2c2cc(C)on2)c1 (stereo not drawn),1%,11µM*,-10%,-7%,?,-5%,-4%
CCN(CC)CCCN1C(=O)C(O)=C(C(=O)c2ccco2)C1c1cc(OC)ccc1OC (stereo not drawn),-15%,-9%[38.3 µM],-7%,-1%,-1%[0.074 µM],-12%,-8%
CCOC(=O)C1(C)/C(=N/Nc2ccc(Cl)cc2)C(=O)C(=O)N1c1ccccc1 (stereo not drawn),-14%,10%[38.3 µM],6%,-5%,-8%,-3%,-3%
CCOC(=O)CSc1nc(-c2ccccc2)nc2ccc(C)cc12,1%[9.22 µM],?,-2%,-2%,0%[10 µM],12%,5%
Cc1ccccc1NC(=O)c1ccc(OCC(=O)Nc2ccccc2F)cc1,15%[9.22 µM],-3%,25%,5%,-28%,-9%,-18%
BrC(/C=N/N1CCN(Cc2ccccc2)CC1)=C/c1ccccc1,26%[9.22 µM],·,7%,·,27%[10 µM],-5%,1%
COc1ccc(O)c(C2=Nc3ccccc3N=C(c3ccco3)C2)c1,-12%,4%[38.3 µM],5%,7%,19%,1%,-8%
COc1cc(=O)[nH]c(=O)n1CC(=O)c1ccccc1,-8%,-2%,-3%,-2%,?,-2%,0%
Cc1ccc(C(=O)OCC(=O)Nc2ccc3c(c2)OCO3)o1,14%,7%,-1%,-3%,-22%[0.074 µM],4%,0%
N#Cc1nc(/C=C/c2ccccc2)oc1NCCCN1CCOCC1,-11%[9.22 µM],·,8%,·,-5%[10 µM],?,?
CCOC(=O)c1ccoc1CSCc1ccc(C(=O)OC)o1,6%,28%[38.3 µM],22%,-8%,-8%,-1%,11%
NC(=O)CC(NC(=O)c1ccccc1)c1ccc(NCCOc2ccccc2)c([N+](=O)[O-])c1 (stereo not drawn),-5%[9.22 µM],·,-2%,·,11%[10 µM],-1%,6%
COc1ccc(/C=C2/SC(c3ccc(C)cc3)=NC2=O)cc1OC,?,-7%[38.3 µM],86%[activator],-8%,-50%[inhibitor],-15%,-8%
Cc1cc(C)cc(NC(=O)C(c2ccccc2)N2CCCC2)c1 (stereo not drawn),0%,7%,13%,-8%,2%[10 µM],15%,6%
COc1cc(NS(=O)(=O)c2ccc(NC(=O)c3ccc(C)o3)cc2)nc(OC)n1,7%,12%[38.3 µM],-20%,-6%,-20%,-6%,-7%
CC1(C)CN(c2ccc(Br)cc2Br)C1=O,-4%,9%,-6%,-2%,20%,-3%,4%
COc1ccc(NS(=O)(=O)c2cc(NC(=O)CNC(=O)c3cccc(OC)c3)ccc2C)cc1,18%,-4%,3%,-9%,8%[10 µM],7%,1%
Cc1ccc(N2C(=O)C3C4C=CC(CNC(=S)N5CCN(c6cccc(C)c6)C(C)C5)(O4)C3C2=O)cc1 (stereo not drawn),?,0%,-20%,2%,-21%,1%,4%
COc1ccc(-c2ccc(N(C)C)cc2)cc1[C@H]1[C@@H]2C=CCC[C@@]2(C)C(=O)N1Cc1ccccc1,-11%[9.22 µM],·,0%,·,-2%[10 µM],6%,-4%
CC1(C)Cc2nc3sc4c(N(CCO)CCO)nnnc4c3cc2CO1,9%,6%,6%,8%,-27%,3%,1%
COC(=O)c1sc(S(=O)(=O)Nc2ccc(C)cc2)c(C(=O)OC)c1C,2%,5%,-5%,-9%,29%[10 µM],-8%,4%

An excerpt of these results, field by field:
> COc1cc(=O)[nH]c(=O)n1CC(=O)c1ccccc1
  HttQ103 aggreg: -8%
  IMPase Li cell: -2%
  GoLoco inh red: -3%
  GAA inhib: -2%
  HTT ATP protect: ?
  GAA glycogen: -2%
  aGlu spleen mod: 0%

> Cc1ccc(C(=O)OCC(=O)Nc2ccc3c(c2)OCO3)o1
  HttQ103 aggreg: 14%
  IMPase Li cell: 7%
  GoLoco inh red: -1%
  GAA inhib: -3%
  HTT ATP protect: -22%[0.074 µM]
  GAA glycogen: 4%
  aGlu spleen mod: 0%

Later entries
canonical_smiles,HttQ103 aggreg,IMPase Li cell,GoLoco inh red,GAA inhib,HTT ATP protect,GAA glycogen,aGlu spleen mod
CC1=C(C(=O)Nc2ccc(C)cc2C)C(c2ccc(C)o2)NC(=S)N1 (stereo not drawn),-1%,7%,4%,0%,6%[10 µM],0%,2%
Cc1ccc(NC(=O)Cn2cnc3sc(C(=O)NCCN(C)C)c(C)c3c2=O)cc1Cl,-12%,6%,15%,0%,10%[10 µM],2%,-1%
CC(=O)N1CCc2c(sc(NC(=O)CN3C(=O)c4ccccc4C3=O)c2C(N)=O)C1,-5%[9.22 µM],0%,13%,·,6%[10 µM],0%,2%
CC12CCC(C(=O)O)(C/C1=N\O)C2(C)C (stereo not drawn),10%&2%,2%,-5%&4%,-7%&-10%,7%[10 µM],5%&5%,-1%&5%
COc1ccc2nc(NC(=O)C3COc4ccccc4O3)sc2c1 (stereo not drawn),?,8%[38.3 µM],-4%,-11%[15.4 µM],-42%[inhibitor],-2%,1%
O=C(NNC(=O)c1cnccc1C(F)(F)F)c1ccc(Cl)cc1,-22%[9.22 µM],·,4%,1%,-12%[10 µM],2%,0%
CCN1CCN(C(=O)C(=O)c2c(C)[nH]c3ccccc23)CC1,-14%,-5%,11%,-7%,-35%[inhibitor],-2%,·
CCC(=O)N1CCc2cc(S(=O)(=O)CCC(=O)Nc3ccc(CC)cc3)ccc21,-8%,1%,-12%,-10%,14%[10 µM],-11%,-1%
Cc1ccc(C(=O)NC(=S)Nn2cnnc2)cc1,-10%,7%,-15%,1%,7%[10 µM],8%,-5%
Cc1c(O)ccc2c(CN3CCN(C/C=C/c4ccccc4)CC3)cc(=O)oc12,27%[9.22 µM],·,-4%,·,19%[10 µM],0%,5%
COC(=O)CN1C(=O)C(C)=C(c2ccc(C)cc2)S1(=O)=O,6%,0%[38.3 µM],-6%,-9%,6%,-13%,-4%
CCCCNC(=O)c1onc(CSc2ccc(OC)cc2)c1C(=O)O,2%,7%[38.3 µM],11%,?,-8%,-8%,5%
CNC(=O)/C(C#N)=C\c1cc(C)n(-c2ccc(N3CCOCC3)cc2)c1C,3%[9.22 µM],5%,12%,7%,4%[10 µM],12%,-3%
CN(C(=O)COc1ccccc1)c1nc(-c2ccc(F)cc2)cs1,12%,-29%,5%,7%,-24%,1%,-2%
CCOC(=O)CSc1ccc(S(=O)(=O)N2CCC(C)CC2)cc1[N+](=O)[O-],-6%,-3%,1%,1%,·,-4%,-4%
CCOC(=O)c1c(NC(=O)c2ccc(Cl)s2)sc(C)c1C,-10%,12%[38.3 µM],5%,-14%,0%[10 µM],0%,3%
COc1ccccc1OCCn1cc(C(=O)c2ccco2)c2ccccc21,?,15%[38.3 µM],31%[activator],-11%,-27%[10 µM],-11%,-8%
